From PubChem BioAssay
PGC1a acetyl inh: modulators of PGC1a acetylation; hit rate 0.17% among 350,000; inhibition, % at 15.6 µM; U2OS PGC1a acetylation, AlphaScreen anti-acetyl-lysine; with virally co-expressed GCN5 acetyltransferase; AID 651687;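 active = every replicate shows inhibition of at least 40%; inconclusive = mean inhibition at least 40% but some replicate below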;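 note: 0% = neutral control wells and 100% = positive control wells; some results beyond the cut were filed as inactive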
S100A4 MyoIIA: inhibitors of human S100A4 binding to myosin IIA peptide; P26447; S100A4/TAMRA-MyoIIA peptide fluorescence polarization; inhibition, % at 10.7 µM; hit rate 0.14% among 360,000;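 active = mean inhibition of at least 70% across replicates, with every replicate also reaching that level; inconclusive = mean inhibition reaches 70% but some replicates fall short; inactive = mean inhibition below 70%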
Target sequence (P26447 whole entry, looked up): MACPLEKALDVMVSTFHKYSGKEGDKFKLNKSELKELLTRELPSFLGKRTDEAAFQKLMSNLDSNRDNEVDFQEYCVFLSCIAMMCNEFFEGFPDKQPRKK
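assay system = human S100A4 monomer with TAMRA-labelled myosin IIA peptide | also added = labelled myosin peptide probe, 5 nM | incubation = 5 min between mix addition and reading | control set = DMSO and TFP controls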
EWS-Fli inh: blocks EWS/Fli oncoprotein-driven transcription; hit rate 0.67% among 350,000; A673 NR0B1-luciferase reporter, viability-normalised; inhibition, % at 12.6 µM;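 active = mean inhibition of at least 50% after viability correction, with every replicate also passing that limit; inconclusive = mean reaches 50% but only one of two replicates passes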;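 note: firefly luciferase signal divided by Alamar Blue viability fluorescence both relative to DMSO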
PAX8 inh HTS: inhibitors of PAX8 transcriptional activity in RMG-I cells; RMG-I TPO-luciferase reporter, SteadyGlo, 24 h; inhibition, % at 12.6 µM; hit rate 1.2% among 360,000; AID 652154;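 active = mean replicate inhibition at least 60% with every replicate also reaching 60%; inconclusive = only one of the two criteria is met; inactive = mean below 60% and not all replicates reaching 60%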;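 note: luciferase light reporting Pax8 driven TPO promoter activity; plate controls were median of neutral control wells for no effect and mitoxantrone controls for full effect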
LGR2 antag: inhibitors of bursicon-induced Drosophila LGR2 receptor cAMP signaling; AID 720647; hit rate 0.35% among 380,000; HEK293 LGR2, CRE-luciferase, bursicon-stimulated, 4 h; inhibition, % at 9.99 µM;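 active = drop in luminescence signal, shown as inhibition above about 50% in the replicate tests, limit read from the data, passing the limit was not always enough; inconclusive = probably only some replicates passing the limit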;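 note: agonist challenge used bursicon conditioned medium at about half maximal strength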
ERAP1 HTS inh: blocks human ERAP1 aminopeptidase activity; Q9NZ08; hit rate 0.15% among 340,000; inhibition, % at 10.7 µM; recombinant ERAP1, Leu-AMC fluorescence, 60 min;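 active = mean replicate inhibition of at least 30%, or all replicates individually reaching that 30% level; inactive = mean below 30% and not every replicate reaching it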;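 note: 0% = neutral control wells and 100% = L-leucinethiol positive control wells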
FN deposition inh: fibronectin deposition inhibition. AH1F fibroblasts, Alexa488-fibronectin deposition fluorescence, overnight. inhibition, % at 12.6 µM. hit rate 0.086% among 350,000. AID 743247;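 active = mean inhibition across replicates of 30% or more, regardless of how many single replicates reach that level; inconclusive = mean under 30% yet at least half of replicates reach 30%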;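 note: positive control wells lacked labelled fibronectin entirely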
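Assay system: AH1F fibroblasts / Quantity: 10000 cells per well / Medium: DMEM plus 2% serum, read in PBS / Reagent: labelled fibronectin 24 nM / Dosing: single dose, pinned / Times: 1 h cell attachment, overnight exposure to compound and label / Signal: fluorescence, ex 485 nm, em 525 nm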
PglD DTNB: inhibitors of Campylobacter jejuni PglD acetyltransferase; hit rate 0.098% among 360,000; inhibition, % at 12.5 µM; purified PglD enzyme, DTNB colorimetric CoA detection; in the data active = inhibition above about 16%, passing the limit was not always enough; inconclusive = no clear call, values can overlap the other calls; note: strong numbers were not always called active
* = called active by the depositor; ? = inconclusive; nt = no result given. Rows were taken by chance (roughly 2.1% active in at least one column).

SMILES	PGC1a acetyl inh	S100A4 MyoIIA	EWS-Fli inh	PAX8 inh HTS	LGR2 antag	ERAP1 HTS inh	FN deposition inh	PglD DTNB
CC[C@H](C)[C@H](NC(=O)CNC(=O)COc1cc2c(c3oc(=O)cc(C)c13)CCC(C)(C)O2)C(=O)O	9	-7	-2	19	-9	-1	8	9
CC(C)N(NC(=O)c1cccc2ccccc12)C(C)C	1	0	-9	-5	-9	-1	nt	nt
C/C(=N\NC1=NCCN1)c1ccccc1	-9	-3	-7	9	-6	nt	-3	3
C[C@H](CO)N1C[C@H](C)[C@@H](CN(C)Cc2cccc(F)c2)Oc2ncc(C3=CCCCC3)cc2C1=O	-5	4	0	nt	2	3	-18	1
CN1c2ccc(Br)cc2[C@H]2[C@H](CCN2C(=O)c2cccc(F)c2)[C@@H]1CO	6	nt	-9	-7	-9	nt	-2	-2
CC(C)(C)CN1CCC(Oc2cccc(C(=O)NCCCOc3cccnc3)c2)CC1	nt	1	nt	-2	-4	-1	-12	0
CCc1ccc(NS(=O)(=O)c2ccc3[nH]cc(C(=O)N4CCCCC4)c(=O)c3c2)cc1	-19	nt	nt	-12	nt	nt	16	1
CC(=O)c1ccc([N+](=O)[O-])cc1	-4	-2	1	nt	-10	-6	nt	-6
CC(=O)N1CCCC(c2cc(C(=O)Nc3ccccc3)no2)C1 (centres undefined)	7	0	75*	?	88*	-2	3	-4
NC(=O)c1ccccc1	9	5	-7	-2	16	0	-10	4
COc1ccc(NC(=O)N(C)C[C@H]2Oc3c(NC(=O)Nc4c(C)noc4C)cccc3C(=O)N([C@@H](C)CO)C[C@H]2C)cc1	-3	-3	-6	nt	-7	1	nt	0
C[C@H]1CN([C@@H](C)CO)C(=O)c2cccc(NC(=O)c3nc4ccccc4s3)c2O[C@@H]1CN(C)Cc1ccc(Oc2ccccc2)cc1	-3	-111	-3	-7	7	-1	nt	5
C[C@H]1COC(=O)[C@H](Cc2ccc(F)cc2)CC/C=C/C[C@@H](CC(=O)N(CCO)Cc2ccccc2)C(=O)N1	nt	-12	0	8	nt	-2	-6	-4
COc1ccc(OCC(=O)Nc2cc(S(=O)(=O)N3CCCC3)ccc2OCC(F)(F)F)cc1	nt	-1	13	7	-3	3	-3	1
CC(OC(=O)[C@@H](NS(=O)(=O)c1ccccc1)C(C)C)C(=O)c1c(N)n(C)c(=O)n(C)c1=O (some centres undefined)	0	2	-2	-7	-14	-1	nt	0
Cc1cc(C)cc(OC(C)c2ccnc3nc(/N=C/N(C)C)nn23)c1 (centres undefined)	-27	nt	nt	nt	1	nt	14	3
Brc1cccc(-c2nnc3sc(CN4CCCCC4)cn23)c1	-16	1	5	nt	-11	1	nt	-4
COc1cc(S(=O)(=O)NCc2ccccn2)ccc1Cl	nt	-1	-3	8	-2	-4	0	0
COc1ccc(NC(=O)CN(Cc2ccccc2)S(C)(=O)=O)cc1OC	nt	-2	-2	-12	-2	2	6	nt
COc1cc(/C=N/N2CCN(c3ccccc3)CC2)ccc1OC(C)=O	6	-7	-1	6	-13	15	-3	0
CCC(=O)N1CC[C@@H]2[C@@H](CO)N(C)c3ccc(-c4ccccc4)cc3[C@@H]21	11	-8	2	15	-9	1	3	1
COc1cccc(N(CC(=O)NC2CCCC2)C(=O)CCCC(=O)Nc2ccccn2)c1	-6	4	0	-17	5	6	-12	2
CCc1nc(CN2CCN(Cc3ccc(F)c(F)c3)C(CCO)C2)c(C)[nH]1 (centres undefined)	nt	5	10	-3	15	0	-19	nt
C/C(=N\NC(=O)c1cc2ccccc2cc1O)c1cc2ccccc2o1	-5	-7	12	21	1	-2	-4	0
COc1ccc(Nc2c[nH]c(=O)[nH]c2=O)cc1	-1	5	-6	-7	-20	1	-3	9

Fetched by structure from the list above (three):
SMILES	PGC1a acetyl inh	S100A4 MyoIIA	EWS-Fli inh	PAX8 inh HTS	LGR2 antag	ERAP1 HTS inh	FN deposition inh	PglD DTNB
COc1ccc(Nc2c[nH]c(=O)[nH]c2=O)cc1	-1	5	-6	-7	-20	1	-3	9
C/C(=N\NC(=O)c1cc2ccccc2cc1O)c1cc2ccccc2o1	-5	-7	12	21	1	-2	-4	0
COc1cc(S(=O)(=O)NCc2ccccn2)ccc1Cl	nt	-1	-3	8	-2	-4	0	0

Sorted by value in PglD DTNB (smallest number first): 4 of the compounds above
Compound,PGC1a acetyl inh,S100A4 MyoIIA,LGR2 antag,ERAP1 HTS inh,PglD DTNB
CC(=O)N1CCCC(c2cc(C(=O)Nc3ccccc3)no2)C1 (centres undefined),7,0,88*,-2,-4
CN1c2ccc(Br)cc2[C@H]2[C@H](CCN2C(=O)c2cccc(F)c2)[C@@H]1CO,6,nt,-9,nt,-2
CC(OC(=O)[C@@H](NS(=O)(=O)c1ccccc1)C(C)C)C(=O)c1c(N)n(C)c(=O)n(C)c1=O (some centres undefined),0,2,-14,-1,0
COc1ccc(Nc2c[nH]c(=O)[nH]c2=O)cc1,-1,5,-20,1,9

Additional structures follow.
SMILES	PGC1a acetyl inh	S100A4 MyoIIA	EWS-Fli inh	PAX8 inh HTS	LGR2 antag	ERAP1 HTS inh	FN deposition inh	PglD DTNB
CO[C@H]1O[C@H](CBr)[C@@H](OC(=O)c2ccccc2)[C@H](O)[C@H]1O	1	0	4	-3	10	nt	3	0
Cc1ccc(S(=O)(=O)CCC(=O)OCC(=O)NCc2ccc(F)cc2)cc1	-20	-9	0	2	6	5	-5	-3
CC1(C)OC(=O)C(=NNc2ccccc2)C(=O)O1	4	nt	nt	-11	37	nt	9	0
COc1cc(C=O)ccc1OC(=O)c1ccc(C(C)C)cc1	10	1	4	12	-3	-1	-1	-4
CCOC(=O)c1sc2nc(C(C)C)c3c(c2c1N)CCC3	0	nt	nt	-31	-14	nt	6	-4
Cc1ccc(-c2ccc([C@@H]3[C@H](CO)N4CCCCN(C(=O)c5ccncc5)C[C@@H]34)cc2)cc1	30	-1	nt	-7	3	0	nt	5
Cc1ccc(N(CC(=O)N/N=C/c2ccco2)S(=O)(=O)c2ccccc2)cc1	16	-1	-5	nt	9	-1	nt	4
CCOC(=O)c1c(SCC(=O)Nc2nccs2)nc(C)c(C)c1C	nt	-2	-98	-130	-38	3	nt	-3
CCOC(=O)CSc1nnc(Cc2ccccc2)n1-c1ccc(C)cc1	4	9	nt	nt	1	18	nt	0
CCN(C(=O)Cn1c(=O)oc2ccccc21)c1ccc(C)c(C)c1	-7	0	-1	-7	20	0	1	0
NC(=O)CC(NC(=O)Cc1ccc(Br)cc1)c1ccc(NCCN2CCCCC2)c([N+](=O)[O-])c1 (centres undefined)	2	0	-7	-12	-21	-2	-8	7
O=C(Nc1ccccc1OC(F)F)c1oc2ccccc2c1COc1ccccc1	-7	nt	nt	16	-11	nt	0	2
O=C(CN(C(=O)Cn1nnc(-c2ccc(F)cc2)n1)C1CCCC1)NC1CCCC1	5	nt	nt	nt	6	nt	0	1
COc1ccc2cc(-c3[nH]ncc3CN3CCCN(c4ccccc4)CC3)ccc2c1	nt	-2	-17	-22	-14	-4	2	nt
Cc1ccc(NC(=O)CC(C)CC(=O)NCc2ccccc2)cc1Cl (centres undefined)	8	-6	11	11	2	-1	7	10
COc1cc(-c2c(C#N)c(N)nc(SCc3ccncc3)c2C#N)cc(OC)c1OC	3	-1	16	nt	22	1	nt	5
Cc1ccc(S(=O)(=O)NC(=O)Nc2cccc(C)n2)cc1	-4	3	-1	3	3	4	3	7
c1ccc(C2=Nc3ccccc3OC2)cc1	-1	nt	nt	-1	nt	nt	2	1
CCN(c1ccc(NC(=O)CCc2nc3sc4c(c3c(=O)[nH]2)CCCC4)cc1)C(C)C	6	-1	3	17	-2	-1	0	-3
C=C1CCC2[C@](C)(CO[C@@H]3O[C@H](CO)[C@@H](O)[C@H](O)[C@H]3O)CCC[C@@]2(C)[C@@H]1CCC1=CCOC1=O (some centres undefined)	2	49	-7	nt	6	-2	nt	4
Cc1ccc(S(=O)(=O)Nc2c(C)n(C)n(-c3ccccc3)c2=O)cc1C(=O)OC(C)C(=O)c1ccccc1 (centres undefined)	3	9	2	1	1	2	0	4
COc1ccc(C(=O)Nc2cccc(C(=O)Nc3cc(C)ccn3)c2)cc1	nt	4	-57	-16	-12	-1	-1	0
COc1ccccc1OCCn1c(SCC(N)=O)nc2ccccc21	1	1	5	8	17	1	-7	0

Looked up above.
Reading for `Cc1ccc(S(=O)(=O)NC(=O)Nc2cccc(C)n2)cc1` in PAX8 inh HTS: 3
Reading for `CN1c2ccc(Br)cc2[C@H]2[C@H](CCN2C(=O)c2cccc(F)c2)[C@@H]1CO` in PglD DTNB: -2
Reading for `CC(OC(=O)[C@@H](NS(=O)(=O)c1ccccc1)C(C)C)C(=O)c1c(N)n(C)c(=O)n(C)c1=O` (some centres undefined) in EWS-Fli inh: -2

Three entries from above in another layout:
Cc1ccc(-c2ccc([C@@H]3[C@H](CO)N4CCCCN(C(=O)c5ccncc5)C[C@@H]34)cc2)cc1
  PGC1a acetyl inh: 30	S100A4 MyoIIA: -1	EWS-Fli inh: nt	PAX8 inh HTS: -7	LGR2 antag: 3	ERAP1 HTS inh: 0	FN deposition inh: nt	PglD DTNB: 5

Cc1ccc(N(CC(=O)N/N=C/c2ccco2)S(=O)(=O)c2ccccc2)cc1
  PGC1a acetyl inh: 16	S100A4 MyoIIA: -1	EWS-Fli inh: -5	PAX8 inh HTS: nt	LGR2 antag: 9	ERAP1 HTS inh: -1	FN deposition inh: nt	PglD DTNB: 4

CCOC(=O)c1c(SCC(=O)Nc2nccs2)nc(C)c(C)c1C
  PGC1a acetyl inh: nt	S100A4 MyoIIA: -2	EWS-Fli inh: -98	PAX8 inh HTS: -130	LGR2 antag: -38	ERAP1 HTS inh: 3	FN deposition inh: nt	PglD DTNB: -3
